HIV RNase H inh: inhibitors of HIV-1 reverse transcriptase RNase H | 1.9% of 65,000 active | RT-RNase H RNA/DNA duplex cleavage, fluorescence | P04585 | inhibition, % at 10 µM | AID 565; in the data active = inhibition above about 50%
RmlC RmlD mix: mixture blocks RmlC and RmlD coupled enzyme activity; inhibition, % at 5.5 µM; RmlC/RmlD coupled enzyme inhibition, 384-well mixture HTS; 0.39% of 110,000 active; in the data active = inhibition above about 30%, passing the limit was not always enough; also: strong numbers were not always called active
The depositor's hits bear a star; · = no result given. This is a subset (hit frequency here may not be typical).

SMILES	HIV RNase H inh	RmlC RmlD mix
CCCCn1c(SCC(=O)c2ccccc2)nc2c1c(=O)[nH]c(=O)n2C	12.3	-0.7
CCN(CC)CC(=O)N1N=C(c2cccs2)CC1c1ccco1 (stereo not given)	·	-4.3
CSc1nnc(C)c(/C=C/Nc2ccc(F)cc2)n1	·	14.3
CCOc1ccc2nc(NS(=O)(=O)c3ccc(NC(C)=O)cc3)sc2c1	4.6	7.6
COc1ccc(N2CSC3=C(C#N)C(c4cccc(OC)c4OC)CC(=O)N3C2)cc1 (stereo not given)	74.5*	-2.5
Cc1nc(C)n(CC(O)COc2ccc(C(=O)c3ccccc3)cc2)n1 (stereo not given)	-25.1	9.9
O=C(Nc1nc(-c2ccccc2)cs1)C1COc2ccccc2O1 (stereo not given)	·	-0.2
CCn1c(SCC(=O)N2CCCC2)nc2ccccc2c1=O	-15.1	-9.4
COc1ccc(S(=O)(=O)Nc2ccccn2)c(C)c1C	-6.2	2.4
Cc1c(NC(=O)C(C)OC(=O)Cc2ccccc2)c(=O)n(-c2ccccc2)n1C (stereo not given)	·	-8.9

Whole records, quoted from the list. Order of values: HIV RNase H inh | RmlC RmlD mix
O=C(Nc1nc(-c2ccccc2)cs1)C1COc2ccccc2O1 (stereo not given) as listed: · | -0.2
CCOc1ccc2nc(NS(=O)(=O)c3ccc(NC(C)=O)cc3)sc2c1 as listed: 4.6 | 7.6

Carrying on:
SMILES	HIV RNase H inh	RmlC RmlD mix
CCc1nn(C(C)C(=O)NC(C)CCc2ccco2)c(=O)c2cc3occc3n12 (stereo not given)	-5.1	·
Cc1csc(OCC(=O)Nc2ccc(C)c(C)c2)n1	·	9.0
CN(C(=O)c1ccccc1)c1ccc(OCC(=O)NC2CCS(=O)(=O)C2)cc1 (stereo not given)	-8.0	5.9
O=C1N(CC(=O)N2CCc3ccccc32)CCN1Cc1ccccc1Cl	-67.2	-7.0
CC(C)[C@H](NC(=O)[C@H](CCCN=C(N)N)NC(=O)NC(Cc1ccccc1)C(=O)O)C(=O)NC(C=O)CCCN=C(N)N (stereo not given in full)	·	2.3
O=C1NCCN1C(=O)c1ccccc1F	-21.6	-12.3
CCOC(=O)c1cc(-c2ccc(Cl)s2)nc2c1c(C)nn2C	4.4	19.6
CCCCOC(=O)CSCC(=O)Nc1cc(C)on1	70.9*	-9.7
CCn1c(Cc2ccccc2)nnc1SCC(=O)Nc1ccc(C)cc1	·	-11.1
CCCN1C(=O)SC(CC(=O)Nc2ccc(Br)cc2)C1=O (stereo not given)	-3.2	5.6
CCS(=O)(=O)c1ccc2oc(SCC(=O)NC3CCCC(C)C3C)nc2c1 (stereo not given)	·	2.4
CSc1ccccc1NC(=O)Nc1cccc(Cl)c1	·	-8.9
CN1C(=O)NC(NC(=O)c2ccncc2)(C(F)(F)F)C1=O (stereo not given)	-4.7	2.2
NC(=S)N/N=C/c1cc([N+](=O)[O-])ccc1OCCOc1ccccc1	·	-13.0
Cc1ccccc1[C@@H]1C(C#N)=C(N)S[C@H]1C(=O)c1ccccc1	·	-1.8
CC1CCCCC1n1c(=S)[nH]c2ccccc2c1=O (stereo not given)	-15.4	11.8
CC(C)C(NC(=O)CN(c1cccc(F)c1)S(C)(=O)=O)C(C)C	·	-7.2
CCCS(=O)(=O)N1CCC(C(=O)NCc2cccnc2)CC1	-17.8	-6.7
COc1nc(N)c(S(=O)(=O)c2ccc(C)cc2)cc1C#N	·	-0.1
Clc1ccc(C2[C@H]3CN(CC4CCCCC4)[C@H](c4ccccc4)C34CC2(c2ccccc2)C4)cn1 (stereo not given in full)	·	-17.3
COc1ccc(-n2ncc3c(=O)n(CC(=O)N4CCCc5ccccc54)cnc32)cc1	-23.2	-12.6
CCCc1nc(NCc2ccncc2)c2nnn(Cc3ccccc3F)c2n1	-26.2	-11.4
CC(C)CCn1cnc2c(NCc3ccccc3)ncnc21	·	-2.9
O=C(CN1CCC(n2nnc3cc(F)ccc32)CC1)NC1CC1	-6.9	70.0
Cc1nn(C)cc1CNC(=O)c1ccc(Br)o1	4.7	8.4
C/C(=N/NC(=O)c1cccc(C)c1)c1c(O)cc(C)oc1=O	·	-7.4
CCC(C(=O)NC1CCCC1)N(C(=O)Cn1nnc(-c2ccc(C)cc2)n1)C1CCCC1 (stereo not given)	·	4.9
Cc1cc(S(=O)(=O)n2cnc3ccccc32)c(C)cc1Cl	-46.2	-4.8
Cc1cc(N2CCN(C3CCCCC3)CC2)n2nc(C)nc2n1	-0.9	·
COc1ccccc1N(CC(=O)NC1CCCCC1)C(=O)c1cnn(C(C)C)c1	6.1	3.2
COCCN(Cc1cc2cc3c(cc2nc1Cl)OCO3)C(=O)Nc1ccccc1OC	·	8.5
Cc1c(C#N)c2ncn(Cc3ccccc3)c(=O)c2n1-c1ccccc1	-21.9	-10.6
C/C(N)=C(/C#N)C(=O)CSc1nnc(-c2ccccc2Br)o1	·	3.0
Cc1ccc(C)c(-n2nnnc2SCC(=O)NCCC2=CCCCC2)c1	-45.8	-10.4
CCC(=O)Nc1cccc(Br)c1	-4.0	16.1
O=C(NCc1ccccc1)C1CCCN(S(=O)(=O)c2cccnc2)C1 (stereo not given)	-3.6	4.4
COc1ccc(N2C(=O)CS/C2=C\[N+](=O)[O-])cc1	·	-2.8
O=C(NCc1ccco1)c1cc(-c2ccc(Cl)cc2)on1	-47.4	3.7
COc1ccc(-n2cnnc2SCC(=O)c2cc(C)n(Cc3cccs3)c2C)cc1	1.3	-3.2
CCCC(=O)Nc1ccc(N2CCN(CC)CC2)c(Cl)c1	80.8*	5.7
CCNC(=O)Nn1c(-c2ccccc2)nc2ccccc2c1=O	·	-5.4
CCCCN(CC)S(=O)(=O)N1CCC(C(=O)NCc2ccc(F)cc2)CC1	-0.9	-2.0
O=C(CSc1nc2c(c(=O)n1-c1ccc(F)cc1)SCC2)Nc1ccc2c(c1)OCO2	·	2.6
Cc1ccc(-c2csc(NC(=O)c3cccc(S(=O)(=O)N4CCN(C)CC4)c3)n2)cc1	-5.3	-4.3
CCCS(=O)(=O)N1CCC(C(=O)c2cccc(C(F)(F)F)c2)CC1	0.0	4.8
Cc1ccc(CN2C(=O)CCC2C(=O)NCc2ccc(F)cc2)cc1 (stereo not given)	20.8	-3.7
Cc1ccc(CNC(=O)[C@H]2C[C@@H]2[C@H](NP(=O)(c2ccccc2)c2ccccc2)c2ccccc2)o1	·	-13.0
CCOC(=O)c1ccc(-c2ccc(/C=C(\C#N)C(=O)NCC3CCCO3)o2)cc1 (stereo not given)	·	-21.7
COc1ccc(N2CCN(C(=O)CCc3nc(-c4ccc(C)cc4)no3)CC2)cc1	·	39.1
O=C1Nc2ccccc2C12NCCc1c2[nH]c2ccccc12 (stereo not given)	·	-22.6

Additional results follow:
SMILES	HIV RNase H inh	RmlC RmlD mix
CCSc1nc2ccccc2n1S(=O)(=O)c1ccccc1	-67.9	4.3
CC1=CC=CC2=NC(=O)CC(C)(C(=O)N(CC(=O)NC3CCCC3)c3ccccc3C)N12 (stereo not given)	·	15.9
O=C(CC12CC3CC(CC(C3)C1)C2)Nc1ccc2c(c1)COC2=O	·	-281.2
CCOC(=O)CCC(=O)N1CCOCCOCCN(C(=O)CCC(=O)OCC)CCOCC1	·	1.5
O=C(O)Cn1c(SCCOc2ccccc2)nc2ccccc21	-4.3	6.3
CNC(=O)NC1CCCCc2sccc21 (stereo not given)	-3.4	4.6
O=C(Nc1ccc2c(c1)OCO2)C1COc2ccccc2O1 (stereo not given)	0.9	89.8
CCCNC(=O)CC(NS(=O)(=O)c1ccc(Cl)cc1)c1ccco1 (stereo not given)	-14.1	-5.0
CCOc1ccc(NC(=O)c2ccc(F)c(S(=O)(=O)N3CCN(c4ccccn4)CC3)c2)cc1	17.4	·
COCCn1c(NCc2ccccc2)nc2c1c(=O)[nH]c(=O)n2C	-9.9	5.9
C[C@H](O)[C@@]1(O)CC[C@H]2[C@@H]3CC[C@@H]4C[C@H](O)CC[C@]4(C)[C@H]3CC[C@@]21C	·	-5.4
CCCCc1ccc(S(=O)(=O)NCCc2ccncc2)cc1	-19.2	-30.4
CCCc1cc(C(=O)Nc2ccc(F)cc2F)no1	·	-13.6
O=C(CN1C2CCC1CC(NC(=O)NC1CCCCC1)C2)NC1CC1 (stereo not given)	-4.2	-0.9
Cc1cccc(-n2nc([N+](=O)[O-])c(=NCc3cccnc3)n2O)c1	·	4.0
CCOC(=O)c1c(NC(=O)c2ccc(-n3cnnn3)cc2)sc2c1CCCC2	85.7*	·
O=C(NCc1ccccc1)NC(=O)c1ccncc1	-11.6	8.4
Cc1[nH]c2ccccc2c1SCCN	-4.1	-7.7
Cc1ccc(NC(=O)CC2Nc3ccccc3NC2=O)cc1Cl (stereo not given)	4.8	-16.3
COc1ccccc1CNC(=O)c1cccs1	·	5.8
Cc1ccc(/C=N/N2CCN(c3ccncc3S(=O)(=O)N3CCCCC3)CC2)cc1	·	2.4
CC(=O)c1cccc(NC(=O)CN2C(=O)NC3(CCCCCCC3)C2=O)c1	1.4	-7.5
Cc1ccc(-c2cc([C@H]3[C@H]4C=CC[C@@H](C)[C@@H]4C(=O)N3Cc3ccccc3)ccc2F)cc1	·	0.9
CC(C)(C)[C@H]1C=C(C(=O)NCc2nc3ccccc3[nH]2)O[C@@H](OCc2ccc(CO)cc2)C1	·	-0.3
Cn1ncc(Cl)c1C(=O)Nc1ccc(Cl)cn1	·	5.5
c1ccc2c(c1)c1ccccc1n2CN1CCOCC1	·	-7.9
Cn1c(C(=O)NC2CCCCC2)cc2c(=O)n(C)c3ccccc3c21	10.8	-10.0
O=C(O)CC(C(=O)Nc1cccc(C(F)(F)F)c1)C1CCCO1 (stereo not given)	0.5	-12.9
CN1CCN(C(=O)c2ccc(Cl)c(S(=O)(=O)N3CCCCC3)c2)CC1	-4.9	4.6
NC(=O)CC(NC(=O)Cc1cccc2ccccc12)c1ccc(N2CCC(Br)CC2)c([N+](=O)[O-])c1 (stereo not given)	·	-12.1
CCOC(=O)C(C)CC(C)C(=O)N1CCOCCOCCN(C(=O)C(C)CC(C)C(=O)OCC)CCOCC1 (stereo not given)	·	-0.9
O=C(Oc1ccc(-c2nccc(-c3ccccn3)n2)cc1)c1cccc(C(F)(F)F)c1	·	4.2
CN1CCN(C(=O)C2=C[C@@H](C3CCCCC3)C[C@@H](OCc3ccc(CO)cc3)O2)CC1	·	15.9
Cn1c(Cc2ccccc2)nnc1SCC(=O)Nc1ccc2c(c1)OCO2	-3.9	2.1
CC(O)[C@H]1CNC(=O)C(=O)N1CCc1cccc(F)c1 (stereo not given in full)	·	3.2
FC(F)(F)c1nnc2ccc(NCn3nnc4ccccc43)nn12	-1.0	1.4
COc1nc(NC(C)C)nc(NC(C)C)n1	·	-19.2
Cn1c(SCC(=O)Nc2ccc(N3CCOCC3)c(Cl)c2)nnc1-c1ccccc1	5.6	-8.3
CCCCC#Cc1ccccc1CC(=O)Nc1ccccc1	·	5.4
Cc1ccc(S(=O)(=O)N/N=C/c2ccc(OCC(=O)NC(C)C)cc2)cc1	·	7.1
Cc1ccc2nc3c(c(N)c2c1)CCN3c1ccccc1	0.9	-40.6
CCN(CC)c1ccc(N2C(=O)/C(=C/c3cccnc3)SC2=S)cc1	·	-3.7
CCSc1nc2sc3c(c2c(=O)n1C1CCCCC1)CCN(C)C3	1.6	·
COc1ccc(-n2c(Cc3cccn3C)nnc2SCC(=O)NCc2ccc(F)cc2)cc1	-7.3	-9.8
Cc1ccc(NC(=O)c2ccccc2)cc1OC(=O)c1ccccc1	·	-8.8
c1cc2c(cc1CCNC1C3CC4CC(C3)CC1C4)OCO2 (stereo not given)	·	-11.4
CCC(CC)NC(=O)Cc1ccccc1[N+](=O)[O-]	·	-1.7
CCOC(=O)c1ccc(NC(=O)C2(c3ccccc3)CCOCC2)cc1	·	14.9
Clc1ncccc1-c1nnn(-c2ccccc2Br)n1	·	9.4
CCc1ccc(C2CC(=O)N3CN(c4ccccc4)CSC3=C2C#N)cc1 (stereo not given)	61.5*	-6.3

Following part:
SMILES	HIV RNase H inh	RmlC RmlD mix
COC(=O)c1cc(Cl)c(NC(=O)c2ccc(C(C)(C)C)cc2)cc1OC	·	7.3
COC(=O)c1cccc(Cn2c(Cl)c(/C=N/NC(=O)c3ccccc3Cl)sc2=O)c1	·	12.5
CN(c1ccccc1)S(=O)(=O)c1ccc(C(=O)Nc2nccs2)cc1	-6.9	18.3
CC1Oc2ccccc2N(CC(=O)NCC2CCCO2)C1=O (stereo not given)	-7.0	3.3
O=C(CSCCO)Nc1ccc(C2CCCCC2)cc1	-4.3	5.1
CCOP(=O)(O)c1ccccc1OCCCCCOc1ccccc1P(=O)(O)OCC	·	-13.1
O=C(OCc1nc2ccccc2s1)C1CCN(S(=O)(=O)c2cccs2)CC1	-26.3	-14.4

Grouped by structure: those above with an aryl thioether with sulfur outside any ring.
SMILES	HIV RNase H inh	RmlC RmlD mix
CCCCn1c(SCC(=O)c2ccccc2)nc2c1c(=O)[nH]c(=O)n2C	12.3	-0.7
CSc1nnc(C)c(/C=C/Nc2ccc(F)cc2)n1	·	14.3
CCn1c(SCC(=O)N2CCCC2)nc2ccccc2c1=O	-15.1	-9.4
CCn1c(Cc2ccccc2)nnc1SCC(=O)Nc1ccc(C)cc1	·	-11.1
CCS(=O)(=O)c1ccc2oc(SCC(=O)NC3CCCC(C)C3C)nc2c1 (stereo not given)	·	2.4
CSc1ccccc1NC(=O)Nc1cccc(Cl)c1	·	-8.9
C/C(N)=C(/C#N)C(=O)CSc1nnc(-c2ccccc2Br)o1	·	3.0
Cc1ccc(C)c(-n2nnnc2SCC(=O)NCCC2=CCCCC2)c1	-45.8	-10.4
COc1ccc(-n2cnnc2SCC(=O)c2cc(C)n(Cc3cccs3)c2C)cc1	1.3	-3.2
O=C(CSc1nc2c(c(=O)n1-c1ccc(F)cc1)SCC2)Nc1ccc2c(c1)OCO2	·	2.6
CCSc1nc2ccccc2n1S(=O)(=O)c1ccccc1	-67.9	4.3
O=C(O)Cn1c(SCCOc2ccccc2)nc2ccccc21	-4.3	6.3
Cc1[nH]c2ccccc2c1SCCN	-4.1	-7.7
Cn1c(Cc2ccccc2)nnc1SCC(=O)Nc1ccc2c(c1)OCO2	-3.9	2.1
Cn1c(SCC(=O)Nc2ccc(N3CCOCC3)c(Cl)c2)nnc1-c1ccccc1	5.6	-8.3
CCSc1nc2sc3c(c2c(=O)n1C1CCCCC1)CCN(C)C3	1.6	·
COc1ccc(-n2c(Cc3cccn3C)nnc2SCC(=O)NCc2ccc(F)cc2)cc1	-7.3	-9.8

From PubChem
